# IDE act: human IDE activators in live cells, primary screen, fluorescence polarization, HEK cells, FAbeta-B substrate | 0.073% of 340,000 active | FAbeta-B cleavage; 0% vehicle, 100% cell-free pure enzyme wells | activation, % at 5.96 µM | Insulin-degrading enzyme (Homo sapiens), P14735;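 active = activation above the mean of all tested compounds plus 3 SD, set per screening campaign, cut at about 17% in these data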
# pCIP destab: p/CIP-EGFP fusion destabilizers, primary screen, fluorescence, F442A cells. 16 h. Q05BA5. 0.01% of 290,000 active. decrease of EGFP signal, % at 10 µM. AID 1984, 2009;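 active = EGFP signal decrease of at least 30% at 10 µM or well 3 SD below plate mean, unless failing retest; inactive = the rest, including hits failing retest or dose response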; note: some compounds called inactive have numbers as strong as hits; many of its hits are not listed in these tables
# NALP1 inh: NALP1 inflammasome inhibitors in reconstituted yeast, colorimetric, S. cerevisiae, triplicate retest; 0.61% of 280,000 active; inhibition, % at 10 µM; AID 2071, 2009; S. cerevisiae NALP1/ASC/caspase-1 growth, X-gal OD620, 72 h; in the data active = inhibition mostly above about 24%, no sharp cut-off; inactive = mostly below about 32%; note: some compounds called inactive have numbers as strong as hits
# MEKK2mut PB1 HTS: MEK5 binding signal on mutant MEKK2 PB1, primary screen, biochemical, multiplex bead flow cytometry, Alexa488-MEK5; 0.35% of 290,000 active; percent response, % at 10 µM; Alexa488-MEK5 binding to MEKK2 mutant; AID 1530, 2009; in the data active = percent response above about 24%, passing the limit was not always enough; note: inactives centre near 1; some results filed as inactive read as strong as hits; reference of the scale not given here
# MEKK2wt PB1 HTS: modulators of MEK5 binding to wildtype MEKK2, primary screen, biochemical, multiplex bead flow cytometry, Alexa488-MEK5 | Mitogen-activated protein kinase kinase kinase 2 (Homo sapiens), Q9Y2U5 | Alexa488-MEK5 binding to MEKK2 WT; actives lie on both sides | binding response (% of control), % at 10 µM | 1.1% of 290,000 active; in the data active = binding response below about 67% or above about 130%
# SUMO HTRF inh: inhibitors of in vitro SUMOylation cascade, primary screen, biochemical, HTRF, uHTS | 0.36% of 290,000 active | SUMO-conjugating enzyme UBC9 (Homo sapiens), P63279 | HTRF SUMOylation assay, SAE1/SAE2 + UBC9 | AID 2006, 2009 | inhibition, % at 35 µM; in the data active = inhibition above about 50%, passing the limit was not always enough; note: strong numbers were not always called active
# MEKK3 PB1 HTS: modulators of MEKK3-MEK5 PB1 binding, primary screen, biochemical, wildtype MEKK3, multiplex bead flow cytometry, Alexa488-MEK5 | Mitogen-activated protein kinase kinase kinase 3 (Homo sapiens), Q99759 | bead-based flow cytometry, Alexa488-MEK5 binding to MEKK3; actives lie on both sides; 0 = blocked by unlabeled MEK5, 100 = vehicle | binding response (% of control), % at 10 µM | 1.4% of 290,000 active | AID 1529, 2009;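 active = binding response more than 3 SD above or below the average of its plate-row segment, actives on both sides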;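 note: Alexa488 bead fluorescence after subtracting the streptavidin-only scavenger bead signal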
# IDE cell inh: human IDE inhibitors in live cells, primary screen, fluorescence polarization, HEK cells, FAbetaB substrate | Insulin-degrading enzyme (Homo sapiens), P14735 | inhibition, % at 5.59 µM | 0.41% of 320,000 active | FAbetaB cleavage;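 active = percent inhibition above the average of all tested compounds plus 3 SD, set per screening campaign, cut at about 16% in these data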;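 note: IDE supplied by intact live HEK cells; FP after avidin binding of uncleaved biotin substrate so inhibition keeps polarization high; 0% = DMSO wells and 100% = 60 µM reference IDE inhibitor Ii1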
# M18AAP inhibitor: PfM18AAP inhibitors, malaria aminopeptidase, primary screen, biochemical, QFRET, recombinant enzyme; inhibition, % at 7.35 µM; AID 1822, 2009; 1.2% of 290,000 active; M18 aspartyl aminopeptidase (Plasmodium falciparum 3D7); H-Glu-NHMec fluorogenic cleavage;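 active = inhibition above the campaign mean inhibition over all tested compounds plus 3 SD, cut at about 28% in these data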;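 note: 0% = plate median of test compound wells and 100% = 2 mM ZnCl2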
# * marks the source's active call; other numbers are inactive results; nt = not tested or not shown; [ ] = another dose, or the depositor's remark. These rows are one share of the data; the hit share may differ from the screen's.
SMILES,IDE act,pCIP destab,NALP1 inh,MEKK2mut PB1 HTS,MEKK2wt PB1 HTS,SUMO HTRF inh,MEKK3 PB1 HTS,IDE cell inh,M18AAP inhibitor
COCCNC(=O)C(=O)NCC(c1ccc2c(c1)OCO2)N1CCN(c2ccc(F)cc2)CC1 (stereo not given),7,-7,32,-8,95,-7,94,-8,1
CCOc1c(Br)cc(CNc2ccc3c(c2)OCCO3)cc1OC,-6,-9,-4,7,99,-6,100,3,5
O=C(COC(=O)[C@@H]1CCCN1S(=O)(=O)c1ccc(Cl)cc1)NC12CC3CC(CC(C3)C1)C2,-2,-5,30,14,102,-28,100,2,1
CC1CCN(C(=O)NC(=O)c2ccccc2)CC1,2,3,3,-4,96,1,96,1,4
COc1ccc(OCCn2cnc3ccccc32)cc1,9,-2,12,5,107,18,101,nt,-9
CC(=O)Nc1ccc(N2C(=O)CC(Sc3nccc(C)n3)C2=O)cc1 (stereo not given),-1,4,0,13,109,-27,106,-1,2
COc1cnc(-c2ccccc2)[nH]c1=O,-1,-9,3,-9,100,8,107,-3,-5
CCn1c(CNC(=O)Cc2ccc(OC)cc2)nnc1SCC(=O)Nc1ccc(C(=O)O)cc1,9,5,-3,5,106,1,101,3,-2
CC(C)(C)OC(=O)NC(CCNC=C1C(=O)OC(C)(C)OC1=O)C(=O)O (stereo not given),3,-7,12,-6,84,-10,83,3,9
CCc1c(C)nc(SCC(=O)Nc2c(C)n(C)n(-c3ccccc3)c2=O)[nH]c1=O,-6,-10,15,0,101,16,101,-1,-2
O=C(NCc1ccncc1)C1CCCCC1,3,0,6,5,107,11,112,-5,0
CCOc1ccc(C(O)c2nccn2Cc2ccccc2)cc1 (stereo not given),6,-5,1,11,105,-20,101,2,-2
Cc1cccc(C)c1NC(=O)c1cccc(COc2cc(Cl)ccc2Cl)c1,5,9,8,-2,100,0,100,3,-8
CCCCNS(=O)(=O)c1cc(-c2nn(C)c(=O)c3ccccc23)ccc1C,2,-4,-12,4,108,-1,103,-1,2
CC1CCN(CCCNC(=O)c2ccc(CS(=O)(=O)Cc3ccc(Cl)cc3)o2)CC1,10,-2,22,3,109,5,102,-1,-8

# Quoted from the listing:
# For pCIP destab, CC(=O)Nc1ccc(N2C(=O)CC(Sc3nccc(C)n3)C2=O)cc1 (stereo not given) reads 4
# For MEKK3 PB1 HTS, CCOc1c(Br)cc(CNc2ccc3c(c2)OCCO3)cc1OC reads 100

# Continued:
SMILES,IDE act,pCIP destab,NALP1 inh,MEKK2mut PB1 HTS,MEKK2wt PB1 HTS,SUMO HTRF inh,MEKK3 PB1 HTS,IDE cell inh,M18AAP inhibitor
Cc1c(OCC(=O)NCCCN2CCOCC2)ccc2c3c(c(=O)oc12)CCCC3,0,-9,14,7,108,14,103,-1,2
CC(=O)C(Cc1ccccc1)NC(=O)CN1CCc2ccccc2C1 (stereo not given),2,10,-3,-3,104,2,105,2,0
Cc1ccc(C(=O)NCCOc2ccc(Cl)cc2)cc1,-4,1,11,2,98,-14,101,0,-2
O=C(Cc1ccccc1)n1nc(-c2ccco2)nc1SCc1ccccc1,-2,-14,14,2,101,13,99,4,4
COc1cccc(CN2CCN(Cc3ccccc3C(F)(F)F)CC2)c1,5,-5,24,2,110,10,106,-3,-2
O=C(CSc1nnc(COc2ccccc2)n1Cc1ccco1)c1ccc(F)cc1,-5,-2,-3,2,102,-16,103,7,11
CCCn1c(SCC(=O)Nc2nccs2)nnc1-c1cccnc1,-7,1,-14,-6,97,17,93,5,-12
O=C(NC1CCCCC1)C(c1ccc(F)cc1)N(Cc1ccccc1)C(=O)CN1C(=O)c2ccccc2S1(=O)=O (stereo not given),3,4,10,-2,104,14,100,0,2
c1ccc2nc3c(nc2c1)c1ccccc1n3CCN1CCOCC1,-9,-100,0,-4,93,18,94,-1,1
Cc1cc(C)c(C#N)c(SCC(=O)Nc2nnc(-c3ccccc3)s2)n1,0,0,1,3,107,3,104,-3,-4
O=C(O)C1CCC(CNCc2ccccc2Cl)CC1 (stereo not given),-1,-5,32,23,96,4,107,9,-4
O=C(O)C[C@H]1c2cc(F)ccc2S(=O)(=O)N1C1CCCC1,7,nt,nt,0,98,nt,96,6,nt
O=S(=O)(NCc1ccc(Cl)cc1)NCc1ccccc1F,1,0,-2,-10,83,0,103,-7,5
CCOC(=O)c1[nH]c2ccc(Br)cc2c1NC(=O)CCN1CCCCC1,nt,-2,7,4,102,5,94,nt,4
Fc1cccc(NC(=S)N2CCn3cccc3C2c2cccnc2)c1 (stereo not given),-5,-3,-2,-6,94,22,91,0,2
CCc1nccn1CCC(=O)N1CCCC(N2CCN(c3ccccc3C)CC2)C1 (stereo not given),3,2,21,2,110,0,102,-6,-8
COC(=O)c1ccc(COc2ccc(-c3nn[nH]n3)cc2)cc1,4,-9,-21,0,108,19,102,2,2
Cc1ccc(C(C(=O)NC2CCCCC2)N(C(=O)Cc2c[nH]c3ccccc23)c2ccccc2)o1 (stereo not given),-1,16,12,-7,86,-23,97,2,-5
Cc1cccc(C)c1N(CC(=O)N(C)Cc1ccccc1)S(C)(=O)=O,-1,-8,16,6,111,1,106,6,1
O=C(NC1CC1)C1=C[C@@H](c2ccccc2)C[C@@H](OCCCCO)O1,2,0,-10,-5,100,1,98,0,1
O=C(NC1CCCCC1)C(c1ccc(F)cc1)N(Cc1ccco1)C(=O)Cn1nnc2ccccc21 (stereo not given),2,-7,12,0,92,9,92,-2,0
Cc1ccccc1NC(=S)N1CCCC1,1,0,24,-3,97,-5,97,2,-15
CCOc1ccc(C(=O)NCCN2CCCC2)cc1,0,-3,6,-7,100,0,101,-2,-7
O=C(CCc1nnc(C2CCCCC2)o1)N1CCN(C2CCCCC2)CC1,nt,-8,6,-1,96,22,98,-3,6
CC(NC(=O)c1ccc(C#N)cc1)C1CC2CCC1C2 (stereo not given),-1,11,31,-5,96,4,100,0,1
CCCCN(C(=O)Nc1ccc(OCC)cc1)C1CCN(C(C)=O)CC1,-5,2,7,-3,-1.0*[inhibitor],-8,93,-5,5
CC(=O)c1cccc(NC(=O)c2ccc3c(c2)C(=O)N(Cc2cccnc2)C3=O)c1,2,-2,-6,-7,92,2,97,4,2
CC(C)(C)c1ccc(Oc2ccc(NC(=O)CCCC(=O)O)cn2)cc1,7,-22,5,0,104,7,103,-6,5
O=C(NC1CCCCC1)N1CCN(Cc2nc3ccccc3c(=O)[nH]2)CC1,7,nt,nt,5,106,nt,104,5,-1
CCOC(=O)c1c(C)oc2c(CC(=O)c3ccccc3)c(Cl)c(O)c(O)c12,0,0,21,-2,94,12,97,7,45*
O=C(OCC(=O)c1c[nH]c2ccccc12)c1ccco1,7,3,0,-6,98,8,96,-4,13
COc1cc([N+](=O)[O-])ccc1NC(=S)N1CCN(c2ccccn2)CC1,3,9,-6,-3,93,-2,98,3,7
CC(CN1CCOCC1)OC(=O)c1ccccc1Cl (stereo not given),2,4,12,-2,96,0,91,3,-2
CC1(NC(=O)COc2ccccc2-c2ccccc2)CCS(=O)(=O)C1 (stereo not given),2,0,0,-6,98,0,98,3,1
COc1ccc(C(=O)c2c(C(F)(F)F)oc3c2C(=O)c2ccccc2C3=O)cc1,1,-7,53,4,100,4,102,0,4
COc1cc(C2N(c3ccccn3)C(=O)C3CCCN32)cc(OC)c1OC (stereo not given),3,1,-14,2,112,4,110,-3,3
O=C(Nc1nccs1)C(F)(F)C(F)(F)C(F)(F)C(=O)Nc1nccs1,3,-7,nt,12,108,16,110,-1,-1
CCOC(=O)c1c(C)nc(-c2ccccc2)nc1N,-3,-5,6,-1,99,10,100,2,-1
O=C(Nc1cccnc1)Nc1cccc(F)c1,-2,-5,nt,9,110,15,99,4,3
Cn1c(=O)c(/C(N)=N/OC(=O)c2ccccc2)cn(-c2ccccc2)c1=O,5,-6,14,-17,89,19,91,-3,5
Cc1c(N2C(=O)/C(=C3/C(=O)N(C)c4ccccc43)SC2=S)c(=O)n(-c2ccccc2)n1C,3,2,6,4,98,-19,101,-2,14
CCOC(=O)C1=C(CC)Nc2ccccc2N=C1NC(=O)CCNC(C)=O,7,7,0,1,98,22,97,2,-1
COc1ccc(C2CC(c3ccccc3)=NN2C(=O)COC(=O)c2cccnc2Cl)cc1 (stereo not given),3,-3,22,6,108,-12,97,1,-12
O=C(CCC(=O)c1cccs1)Nc1ccc(N2CCCCC2)cc1,3,0,0,1,97,9,102,9,6
COc1ccccc1N(CC(=O)NCc1ccccc1)C(=O)CCC(=O)Nc1nccs1,2,-9,18,2,103,-2,103,0,1
Cn1cc(CCC(=O)N2CCCC(C(=O)c3ccc(C(C)(C)C)cc3)C2)cn1 (stereo not given),-2,0,-9,0,101,-10,102,2,5
COc1ccc(COc2cc(-c3cccc(OC)c3)nc3ccc(NC(=O)c4ccc(N(C)C)cc4)cc23)cc1,6,-13,12,3,95,-2,100,2,3
O=C(CSc1nc2ccccc2s1)Nc1cc(S(=O)(=O)N2CCOCC2)ccc1O,-5,-3,8,7,108,-7,102,0,20
CCOc1ccc(NC(=S)NC(=O)C2CCCC2)cc1,-3,-75,12,7,109,3,105,-3,3
Cc1ccc(CN2CCCN(Cc3ccc(F)cc3Cl)S2(=O)=O)cc1,-1,-22,13,0,95,-30,100,7,8
COc1ccc(/C=C2\C(=O)ON=C2c2cccc([N+](=O)[O-])c2)cc1,nt,10,1,-15,84,24,87,1,5
O=C(Nc1cccc(NC(=O)c2ccc(Br)o2)c1)c1ccccc1,-3,4,30,-8,96,-3,96,nt,1
Cn1cc(/C=C2/SC(=O)N(c3ccccc3)C2=O)c2ccccc21,0,2,22,nt,nt,10,nt,-1,8
O=C(N/N=C/c1ccncc1)NC1CCCCC1,4,5,19,6,108,2,109,1,0
CSc1ccc(CN(C)C(=O)c2cc3ccccc3o2)cc1,2,-15,2,6,97,-8,101,7,-6
O=C(CN1C(=O)CSc2ccc(S(=O)(=O)N3CCOCC3)cc21)NCCCN1CCOCC1,4,-13,5,-6,92,8,89,4,-1
C[n+]1ccccc1COc1ccc(C(C)(C)C)cc1,2,-15,25,-3,95,-11,93,-2,-11
CC(CCc1ccc(O)cc1)NCCc1ccc(O)c(O)c1 (stereo not given),5,nt,nt,2,116,nt,109,4,nt
CC1CC1c1ccc(/C=C(\C#N)C(=O)Nc2ccccc2Cl)o1 (stereo not given),-4,-2,9,25,118,-6,104,-1,3
O=C(Nc1ccccc1)N1CCCN(Cc2c(F)cccc2Cl)CC1,8,9,-11,-6,93,0,92,4,-3
C/C(=C\C(=S)Nc1ccccc1)Nc1cccc2ccccc12,-9,-10,30,-1,93,91,94,8,7
Cn1c(N)c(C(=O)COC(=O)c2cc(-c3ccco3)nc3ccccc23)c(=O)n(C)c1=O,-1,-16,25,-2,98,44,98,nt,-11
